Compound activity (PubChem)
TLR4 MyD88 comp: TLR4-MyD88 interaction inhibition in cells; O00206+Q99836; AID 861; 0.18% of 200,000 active; inhibition, % at 8.4 µM; HeLa CL3-4 TLR4/MyD88 BLA complementation, FRET ratio; in the data active = inhibition above about 25%;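 note: 0% = vehicle and 100% = reference inhibitor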
Target sequence (O00206 whole entry, looked up): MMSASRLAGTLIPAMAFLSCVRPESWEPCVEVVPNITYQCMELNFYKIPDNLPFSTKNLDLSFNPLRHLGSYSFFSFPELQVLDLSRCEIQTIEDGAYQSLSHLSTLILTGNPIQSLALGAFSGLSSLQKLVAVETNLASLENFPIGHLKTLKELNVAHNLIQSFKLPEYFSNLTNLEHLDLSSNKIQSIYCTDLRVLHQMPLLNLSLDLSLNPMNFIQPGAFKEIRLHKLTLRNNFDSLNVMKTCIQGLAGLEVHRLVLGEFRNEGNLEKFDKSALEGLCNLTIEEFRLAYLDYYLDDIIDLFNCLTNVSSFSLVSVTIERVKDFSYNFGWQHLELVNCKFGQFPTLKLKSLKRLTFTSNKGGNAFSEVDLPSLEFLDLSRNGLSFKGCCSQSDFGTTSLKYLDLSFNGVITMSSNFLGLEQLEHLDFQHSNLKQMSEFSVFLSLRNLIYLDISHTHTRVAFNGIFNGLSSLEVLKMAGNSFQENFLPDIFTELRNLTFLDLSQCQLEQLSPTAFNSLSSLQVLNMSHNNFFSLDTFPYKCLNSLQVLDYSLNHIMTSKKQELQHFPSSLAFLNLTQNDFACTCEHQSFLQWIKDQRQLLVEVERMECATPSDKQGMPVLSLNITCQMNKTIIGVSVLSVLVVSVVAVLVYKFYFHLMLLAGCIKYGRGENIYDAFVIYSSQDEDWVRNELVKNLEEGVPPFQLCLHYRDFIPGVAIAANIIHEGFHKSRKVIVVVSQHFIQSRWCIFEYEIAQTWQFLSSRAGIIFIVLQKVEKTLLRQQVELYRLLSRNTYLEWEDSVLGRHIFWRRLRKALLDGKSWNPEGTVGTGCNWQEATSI
Target sequence (Q99836 whole entry, looked up): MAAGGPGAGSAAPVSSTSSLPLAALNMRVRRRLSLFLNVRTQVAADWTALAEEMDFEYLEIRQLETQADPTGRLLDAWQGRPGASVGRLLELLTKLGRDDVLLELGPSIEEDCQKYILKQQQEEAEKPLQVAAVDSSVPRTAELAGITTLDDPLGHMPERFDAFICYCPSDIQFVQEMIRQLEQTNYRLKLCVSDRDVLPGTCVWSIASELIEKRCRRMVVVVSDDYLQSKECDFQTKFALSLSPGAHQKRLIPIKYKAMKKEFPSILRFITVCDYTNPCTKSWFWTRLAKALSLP
STAT3 activator: STAT3 signaling activation. 0.91% of 190,000 active. U3A cells, IL-6 STAT3-luciferase reporter, luminescence; 100% = signal with IL-6 EC80 alone. activation (% of control), % at 5.6 µM;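 active = activation above the screen-wide mean of compound activation plus 3 SD, cut at about 130% in these data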;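 note: 0% = background luminescence of wells with medium and substrate only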
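Test system: human U3A cells carrying STAT3-luciferase construct; control set: IL-6-only wells as 100% reference; timing: compound pre-incubation 1 h before IL-6, then 6 h stimulation at 37 °C; also added: IL-6 stimulus at 33 ng/mL final; evaluation: % activation versus median of IL-6-stimulated wells; detection: reporter luminescence signal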
Hsp70 activator: switches on Hsp70 transcription. HeLa Hsp70 promoter luciferase reporter, luminescence; scaled: vehicle 0, proteasome-inhibitor control 100%. activation, % at 10 µM. 0.04% of 200,000 active;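 active = activation above the mean across all tested compounds plus 3 SD, cutoff set per campaign, cut at about 5.5% in these data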;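 note: 100% = MG132 at 30 µM as the positive control and 0% = DMSO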
DTT redox prof: compounds producing H2O2 with reducing agent – biochemical, NIH compound library profiling, artefact control for MLSCN library redox annotation, primary screen; 0.03% of 200,000 active; DTT-dependent redox cycling H2O2, phenol red/HRP absorbance; 100% = 100 µM peroxide control, 0% = buffer; activation, % at 10 µM;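 active = activation of at least 50% relative to the plate's high and low controls in the primary single-dose screen; inactive = activation below 50%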;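 note: compound incubated with DTT at 0.8 mM final as the reducing agent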
STAT1 activator: activators of IFN-gamma induced STAT1 signaling. NIH 3T3 STAT1-luciferase reporter, luminescence; 100% = IFN-gamma alone, no compound. activation (% of control), % at 5.5 µM. 2.6% of 200,000 active. AID 932;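 active = activation above the screen-wide mean activation plus 3 SD, cut at about 130% in these data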;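 note: raw ratio to IFN-gamma control signal so 100% means no change and 0% no light; values of inactives mirror those of a sister screen read the other way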
APP 5'UTR act: activates APP 5'UTR luciferase reporter. SH-SY5Y APP 5'UTR luciferase reporter, luminescence; zero percent = DMSO vehicle wells. activation, % at 2 µM. 1% of 190,000 active. AID 1276;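 active = activation above a set limit, based on mean plus 3 SD of controls, cut at about 140% in these data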; note: values of inactives mirror those of a sister screen read the other way
NF-kB neuron act: raises NF-kB expression in human neuronal cells. fold change at 12.5 µM. 1.6% of 190,000 active. NF-kB reporter expression; active compounds read high; in the data active = fold change above about 3.3
HMGR II inh: E. faecalis class II HMG-CoA reductase inhibition | purified E. faecalis HMGR, NADPH absorbance 340 nm kinetic | inhibition, % at 10 µM | 0.41% of 190,000 active | AID 1066;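 active = inhibition above a set limit, the median over all tested compounds plus 3 SD, cut at about 9.5% in these data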;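 note: enzyme runs in reverse so mevalonate oxidation gives rising NADPH absorbance; 0% = complete reaction with DMSO and 100% = background rate lacking mevalonate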
STAT3 inh: reduces IL-6 driven STAT3 reporter signal; U3A cells, IL-6 STAT3-luciferase reporter, luminescence; host cell line lacks STAT1; inhibition, % at 5.5 µM; 0.89% of 190,000 active; AID 862;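 active = inhibition above the mean inhibition across all screened compounds plus 3 SD, cut at about 44% in these data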;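 note: 0% = DMSO only wells and 100% = 100 µM nifuroxazide control wells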
STAT1 blocker: reduces IFN-gamma driven STAT1 reporter signal; NIH 3T3 STAT1-luciferase reporter, luminescence; inhibition, % at 5.5 µM; 0.35% of 200,000 active; AID 920;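 active = inhibition above a set limit, the mean inhibition across all tested compounds plus 3 SD, cut at about 34% in these data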;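 note: 0% = IFN-gamma with DMSO and 100% = IFN-gamma with 300 µM nifuroxazide; values of inactives mirror those of a sister screen read the other way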
Numbers without * were called inactive; · = no result given.

no.	SMILES	TLR4 MyD88 comp	STAT3 activator	Hsp70 activator	DTT redox prof	STAT1 activator	APP 5'UTR act	NF-kB neuron act	HMGR II inh	STAT3 inh	STAT1 blocker
1	CC(=O)c1cccc(-n2nnnc2SCC(=O)Nc2cccc(NC(=O)c3ccco3)c2)c1	-6	92	-0.4	-0.2	92	-1	0.46	0	11	9
2	CCCn1nc(NC(=O)c2ccncc2)c2cc3ccccc3nc21	3	90	0.0	-0.7	89	1	0.4	1	16	12
3	COc1ccccc1NC(=O)c1oc2ccc(C)cc2c1C	-5	107	0.1	4.3	129*	2	2.5	-6	-3	-32
4	Cc1sc2ncnc(SCC(=O)N3CCCC3)c2c1C	-8	86	1.1	1.3	95	-5	1.3	1	19	5
5	CC12C(=O)N(c3ccccn3)C(=O)C1C1C=CC2C1 (stereo not drawn)	-7	96	-0.1	-1.1	97	11	0.91	4	14	3
6	COc1ccc(/C=C/C(=O)OCCCN(C)C)cc1	-10	107	-0.4	-0.1	104	-1	1	4	-7	-6
7	CCC(C)NC(=O)Cn1c(=O)n(CCCCC(=O)NCc2ccco2)c(=O)c2ccccc21 (stereo not drawn)	4	97	-0.6	0.1	102	-13	1.1	-11	5	1
8	C=CCNc1nc(SCC=C)nc2ccsc12	12	121	-0.3	2.2	102	2	1	-12	-12	-3
9	CCOC(=O)c1sc(NC(=O)/C=C/c2cnn(CC)c2C)c(C(=O)OCC)c1C	-5	105	-0.2	-6.4	100	-9	1.1	-1	2	0
10	Cc1oc(-c2cccc(Cl)c2)nc1CN1CCC(C(=O)NCCCN2CCCC2=O)CC1	-10	97	-0.1	0.2	99	-15	0.94	-7	13	1
11	CCCCNC(=O)Nc1cc(C(F)(F)F)c[nH]c1=O	-4	93	-0.1	-1.3	110	-4	0.98	0	16	-11
12	CCCCNC(=O)C1CC(=O)N(CCc2ccccc2)C1 (stereo not drawn)	5	105	0.1	-0.3	98	1	1	-2	5	0
13	Cn1[nH]c(-c2ccccc2)c(/C=N/O)c1=O	-10	105	-0.4	-1.9	104	-3	1.1	0	-6	-4
14	CCOC(=O)C1CN(S(=O)(=O)c2ccc(C)cc2)CCN1S(=O)(=O)c1ccc(C)cc1 (stereo not drawn)	-14	101	-0.2	-1.1	87	22	0.98	-5	-1	15
15	COc1c(Cl)cc(-c2noc(C)c2C(=O)NC(C)C)cc1Cl	-12	103	0.0	0.5	97	-1	1.1	4	-4	3

One compound at a time, from the list above.
Listed for `CC12C(=O)N(c3ccccn3)C(=O)C1C1C=CC2C1` (stereo not drawn) = TLR4 MyD88 comp = -7; STAT3 activator = 96; Hsp70 activator = -0.1; DTT redox prof = -1.1; STAT1 activator = 97; APP 5'UTR act = 11; NF-kB neuron act = 0.91; HMGR II inh = 4; STAT3 inh = 14; STAT1 blocker = 3
Listed for `COc1ccc(/C=C/C(=O)OCCCN(C)C)cc1` = TLR4 MyD88 comp = -10; STAT3 activator = 107; Hsp70 activator = -0.4; DTT redox prof = -0.1; STAT1 activator = 104; APP 5'UTR act = -1; NF-kB neuron act = 1; HMGR II inh = 4; STAT3 inh = -7; STAT1 blocker = -6

Additional structures:
no.	SMILES	TLR4 MyD88 comp	STAT3 activator	Hsp70 activator	DTT redox prof	STAT1 activator	APP 5'UTR act	NF-kB neuron act	HMGR II inh	STAT3 inh	STAT1 blocker
16	N#Cc1ccccc1NC(=O)COC(=O)c1ccc2c(c1)OCCO2	13	104	0.1	-0.1	106	4	1.1	-3	0	-7
17	FC(F)Sc1ccc(-n2c(-c3ccc(Cl)cc3)c[n+]3c2CCC3)cc1	3	91	-0.2	-1.2	88	-2	0.94	0	16	11
18	Cn1c(NCCc2ccccc2)cc(=O)n(C)c1=O	-8	102	-0.4	-0.7	94	0	0.98	-8	4	6
19	CC(=O)NCc1nc2ccccc2n1Cc1ccccc1C	15	100	-0.3	-1.5	95	0	1	-3	5	6
20	COc1ccc(Nc2ncnc3c2cnn3-c2ccccc2)cc1OC	-4	83	-0.2	-0.1	113	10	1.4	-8	25	-14
21	O=C(CC1C(=O)OCC2CCCCN21)Nc1ccccc1C(F)(F)F (stereo not drawn)	-4	98	0.0	0.1	95	20	1.4	-1	4	4
22	COc1ccc(Nc2ncccc2C(=O)NCc2ccccc2)cc1	7	97	-0.2	0.0	101	·	0.74	-4	11	-1
23	Cc1cc(C)cc(Oc2ccc(C(F)(F)F)cc2C#N)c1	10	106	-0.2	0.0	96	6	1.2	-9	0	5
24	CC(=O)c1ccc(Nc2ncnc3c2oc2ccccc23)cc1	4	86	0.1	0.4	161*	21	2.5	-13	21	-67
25	CCOC(=O)C1=C(c2ccccc2)N(C)C(=O)NC1c1ccc(OC(F)F)c(OC)c1 (stereo not drawn)	-2	109	-0.2	0.2	101	11	0.75	1	-8	-1
26	CCCCN(C(=O)c1cc2ccccc2o1)c1c(N)n(CC(C)C)c(=O)[nH]c1=O	-15	98	-0.4	0.4	103	-54	1.2	-8	6	-4
27	CCCNC(=O)COC(=O)c1n[nH]c2ccccc12	-9	77	0.1	-0.1	104	0	1.2	-1	32	-7
28	COC(=O)COc1ccc2c(=O)c(-c3ccccc3OC)coc2c1	7	102	-0.3	-0.1	97	-5	1.2	-1	0	1
29	Cc1cccc(NCc2cc(Cl)cc(Cl)c2O)n1	0	102	-0.5	-0.6	101	-2	1.2	-5	-1	-1
30	Fc1ccc(-c2c[nH]c(=S)n2Cc2ccccc2)cc1	-24	94	0.5	-2.3	97	28	1.3	-3	7	4
31	CN(C)c1ccc(N=Nc2ccccc2C(=O)OCC(=O)N2CCCC2)cc1	-9	102	-0.2	0.1	98	15	1	0	-7	2
32	CC(C)c1ccc(C2=NN(c3ccccc3)C(=O)CC2)cc1	6	92	-0.1	0.0	105	-10	1.3	-7	8	-5
33	Cc1ccc2nc(Cl)c(C3CC(c4cccs4)=NN3C(=O)CCCC(=O)O)cc2c1 (stereo not drawn)	2	101	0.0	0.2	103	6	1.1	-7	-2	-3
34	O=C(NNC(=O)c1cc2cc3ccccc3nc2s1)c1ccc(F)cc1	-2	95	0.1	-6.6	106	0	0.97	-6	8	-7
35	Cc1nc(SCC(=O)NCCc2ccccc2)nc(C)c1C	2	99	-0.3	0.0	103	-2	1.4	-3	2	-6
36	O=c1c2ccccc2nc(/C=C/c2ccc([N+](=O)[O-])o2)n1CCCO	9	105	0.7	-6.8	151*	-23	1	-1	-2	-58
37	COc1ccc(-c2cccc(C(=O)Nc3ccc(OC)c(OC)c3)c2)cc1	12	93	-0.1	3.4	98	0	0.9	-3	9	2
38	O=C(NC1(C(F)(F)F)NC(=O)N(Cc2ccccc2)C1=O)c1cccs1 (stereo not drawn)	-6	89	-0.4	-5.4	88	13	·	·	16	13
39	COc1cc2c(C(=O)NCCCOC(C)C)cn(CC(C)C)c(=O)c2cc1OC	-10	92	-0.1	-1.1	105	-2	1.1	-5	14	-5
40	O=[N+]([O-])c1ccc(/C=C/c2ccc3cccc([N+](=O)[O-])c3n2)cc1	-3	87	-0.5	1.1	112	-12	1.1	-5	17	-14
41	N#C/C(=C(/O)CCl)c1nnc2n1CCCCC2	-2	94	-0.1	-2.2	107	-13	1.2	0	7	-7
42	C=CCNC(=O)Nc1ccc2oc(C)nc2c1	1	97	-0.3	2.2	100	5	1.4	2	7	0
43	Cc1ccc(N(C(=O)C(F)(F)F)C(C(=O)NC2CCCCC2)c2cccs2)cc1C (stereo not drawn)	18	101	0.1	-0.5	96	8	1.3	-1	4	4
44	CC(C)(CO)C(O)C(=O)NCCC#N (stereo not drawn)	14	105	-0.3	-0.3	95	-5	0.94	-2	-4	4
45	Cc1ccc(C2NC(=O)c3sc(=S)n(-c4ccccc4)c3N2)cc1 (stereo not drawn)	12	85	-0.3	-0.7	88	-4	1.2	-5	21	11
46	COC(=O)c1ccccc1NC(=O)C1CCCCC1C(=O)O (stereo not drawn)	-11	112	-0.1	1.1	106	11	1.1	-4	-14	-6
47	CCCc1nn2c(N)c(/C=C3\C=Nc4ccccc43)c(=O)nc2s1	-10	93	-0.1	0.0	99	18	1.1	-2	9	0
48	O=C(Nc1ccccc1C(=O)N1CCOCC1)C1CCCO1 (stereo not drawn)	2	98	-0.5	0.8	93	-16	1.2	-1	6	7
49	CC(C)OCCCNC(=O)C(NC(=O)c1ccc(Cl)cc1)C(C)C (stereo not drawn)	6	101	-0.2	0.1	96	13	1.1	-1	4	4
50	O=c1cc(NCc2ccccc2)c2ccccc2o1	7	97	-0.1	1.1	100	16	0.93	2	7	0
51	O=C(Cn1cnc2c(nnn2Cc2ccc(F)cc2)c1=O)N1CCCCC1	-2	107	-0.1	-0.3	97	11	1.2	1	-3	4
52	Cc1noc(C)c1CSCc1ccc(Cl)cc1	-12	94	0.0	-1.1	101	18	1.4	0	12	-3
53	CCOC(=O)N1CCN(C(=O)c2cn(-c3ccc(C)c(C)c3)c(=O)c3ccccc23)CC1	3	96	-0.3	-2.5	93	23	0.57	4	12	9
54	CN(CCO)c1c2c(nc3cc(-c4cccc(F)c4)nn13)CCCC2	11	94	0.4	2.1	142*	153*	2.1	-1	11	-45
55	C/C(CCCO)=N/Nc1ccc([N+](=O)[O-])cc1[N+](=O)[O-]	-1	84	-0.3	-0.1	80	1	0.92	0	23	20
56	CN(C)c1cccc(C(=O)N2CCCC(C(=O)c3cc(F)ccc3F)C2)c1 (stereo not drawn)	-3	103	-0.2	-0.1	100	-12	0.91	-2	1	-2
57	Cc1nc(C)c(C(=O)NCc2ccccc2Cl)o1	13	89	-0.3	0.6	88	-3	0.92	-3	16	13
58	COc1cc(CCC(=O)OCC(=O)Nc2cccc(S(=O)(=O)N(C)C)c2)cc(OC)c1OC	-6	103	-0.4	-0.4	91	-14	1.4	-6	0	10
59	Cc1ccc(NC(=O)CN(C)CC(=O)Nc2c(C)cccc2C)c(Br)c1	8	104	-0.2	-3.8	97	10	1	-3	-2	3
60	CCOc1ccc(C(C)NC(=O)Nc2ccccc2C(=O)OC)cc1 (stereo not drawn)	2	99	-0.1	0.2	100	·	1.3	2	8	0
61	CC(C)CC(c1nnnn1Cc1ccccc1)N1CCN(C(=O)c2ccco2)CC1 (stereo not drawn)	-9	102	-0.3	-0.6	97	1	0.89	-1	0	3
62	Cc1csc(SCC(=O)Nc2sccc2C#N)n1	-11	66	-0.4	0.0	107	192*	5.1*	1	44*	-10
63	Cc1ccc(-c2nn(CC(=O)NCCN3CCOCC3)c(=O)c3ccccc23)cc1	10	98	-0.1	1.6	99	-22	1.3	-8	7	1
64	CCCCN(Cc1ccccc1)C(=O)C1CCN(S(=O)(=O)c2c(C)noc2C)CC1	14	103	0.0	0.3	97	-5	1.2	-1	-7	3
65	COc1ccc(-n2c(SCC(=O)Nc3ccc4c(c3)OCO4)nnc2C(C)N2CCCCC2)cc1 (stereo not drawn)	4	96	0.1	2.1	103	-8	0.81	3	7	-3
66	Cc1ccccc1-n1c(SC(C)C(N)=O)nnc1-c1cccnc1 (stereo not drawn)	-3	100	-0.1	1.4	99	4	1.2	-1	4	1
67	Nn1c(SCC(=O)Nc2nc3ccccc3s2)nncc1=O	-15	91	0.0	0.2	103	-2	0.85	-2	9	-4
68	CC(NC(=O)CSc1nc(=O)cc(N)n1CCc1ccccc1)c1ccccc1 (stereo not drawn)	-15	102	-0.5	-4.8	100	8	1	-2	2	0
